IkB signaling: IkB pathway inhibition in ABC-DLBCL cells; Potency, µM (highest dose often 57.1 µM), for the others: at the top dose IkBa stabilization activation; ABC-DLBCL IkBa-CBG/CBR dual luciferase ratio, 4 h; response scale: scaled: untreated 0%, proteasome inhibitor 100%; 110,000 compounds, 0.04% hits; active = well fitted curve in the direction sought with a large enough effect in the signal ratio, not every such curve was filed as active; inconclusive = small, poorly fitted or top-dose-only effect, or a change in a side signal; the % refers to the signal ratio;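 note: the direction sought is a rising ratio; 0% = basal untreated cells and 100% = reference inhibitor full response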
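In this assay, an IκBα–CBG68 fusion accumulates when IKK-driven degradation is blocked; native CBR normalizes for cell number. OCI-Ly3 cells were treated 4 h with compound and doxycycline, then green and red light read after Chroma-Glo addition.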
Peg3 imprint: induces erasure of genomic imprints in mouse ES cells; mouse ES Peg3-LacZ reporter, beta-gal luminescence, 40 h; AID 1948; Potency, µM (top dose mostly 60.7 µM), for inactives: at the top dose activity change, positive = activation, hits mostly activators; 110,000 compounds, 0.02% hits;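 note: 0% = negative control wells on the plate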
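Imprint erasure is scored as LacZ activity from the silenced maternal Peg3 allele in feeder-free female ES cells cultured 40 h with LIF. Luminescence is normalized to in-plate negative controls and fitted to the Hill equation.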
p53ts 32C tox: p53ts cell cytotoxicity, permissive temperature; H1299-p53A138V at 32C, ATP luminescence viability, 24 h; Potency, µM (titrated, usually from 46.1 µM), without a hit: at the top dose activity change, negative = cytotoxicity, usual class: cytotoxic; 130,000 compounds, 0.93% hits; AID 924;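 note: 0% = DMSO and -100% = full killing by reference compound; nearly all actives have a fitted effect of over 55% in size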
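ATP-content luminescence (ATPlite) read-out after 24 h compound exposure at 32C in H1299-p53A138V cells (600/well). Tested up to 46 uM. Normalized to DMSO (0%) and 100 uM tamoxifen (100% killing); Hill-fit AC50.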
p53ts 39C tox: kills p53ts cells at the nonpermissive temperature; H1299-p53A138V viability at 39C, ATP luminescence, 24 h; Potency, µM (series often up to 46.1 µM), inactives show at the top dose activity change, negative = cell killing, usual class: cytotoxic; 130,000 compounds, 1.5% hits; AID 902; note: nearly all actives have a fitted effect of over 55% in size
* marks the source's active call; other numbers are inactive results; ? = inconclusive; nt = not tested or not shown; [ ] = dose if it differs, or a comment. Unless noted, calls come from the whole dose curve; as a rule, active = well fitted curve in the direction sought with a large enough effect; inconclusive = small, poorly fitted or top-dose-only effect, or another doubt; inactive = no such curve, though single readings can be large; an effect the other way counts as inactive or inconclusive. Unless noted, % is set by controls: 0 for no effect and ±100 for the full control effect; potency is the fitted concentration of half-maximal effect. Random draw from the library, and some 1.8% of all compounds hit somewhere here.

canonical_smiles | IkB signaling | Peg3 imprint | p53ts 32C tox | p53ts 39C tox
COc1ccc(OCC(=O)Nc2cccc(-c3nc4ccccc4o3)c2)cc1 | 2.2% | -62%[inhibitor] | -14% | -19%
COc1cccc(OC)c1C(=O)Nc1ccc2c(c1)N(C(C)=O)CCC2 | 0.2% | -6%[10.9 µM] | 4% | -6%
COc1ccc(OC)c(Nc2ncnc3c2cnn3-c2ccc(C)cc2)c1 | ? | 21%[10.9 µM] | 8% | -12%
O=C(NCCO)c1ccc(Cl)cc1 | 0.3%[11.4 µM] | 8%[10.9 µM] | -4%[9.22 µM] | -9%[9.22 µM]
CCc1ccc(S(=O)(=O)c2nnn3c2nc(N2CCN(c4ccccc4)CC2)c2cc(Cl)ccc23)cc1 | -2.6% | -9%[10.9 µM] | 1% | -8%
CC(C)(C)n1ncc2c(=O)n(Cc3c(F)cccc3Cl)cnc21 | ? | -11% | -19% | -7%
Cc1ccc2c(n1)sc1c(=O)n(-c3cccc(C(F)(F)F)c3)nnc12 | 0.9% | -15%[10.9 µM] | 1% | -3%
Cc1cccc(-c2nc3cc(NC(=O)Cc4ccc(Cl)cc4)ccc3o2)c1 | -0.3% | -21%[10.9 µM] | -11% | 0%
Cc1c(NC(=O)c2cc(=O)[nH]c(=O)[nH]2)c(=O)n(-c2ccccc2)n1C | 3.2% | -5% | 4% | -7%
Cc1ccc2[nH]c(=O)c3cc(C(=O)NCCN4CCN(C)CC4)sc3c2c1 | -0.1% | -3% | -15% | -13%
N/C(=N\OC(=O)C(c1ccccc1)c1ccccc1)c1ccccn1 | nt | nt | -7% | -22%
CCc1ccc(-c2nn(CC(=O)NC3CCCC3)c3c2cnc2ccc(C)cc23)cc1 | -0.7% | -10%[10.9 µM] | -3% | -5%
O=C(COC(=O)c1ccc(N2CCCC2=O)cc1)NCc1ccco1 | -0.2% | 5% | 5% | -3%
CCOc1ccc(Cn2nnc(C(=O)NCCc3ccccc3)c2N)cc1 | 1.1% | -7% | 5% | -9%
Cc1cccc(C)c1NC(=O)C(NS(=O)(=O)c1ccc2c(c1)CCC(=O)N2)c1ccccc1 (configuration not stated) | ? | -10%[10.9 µM] | 3% | -15%
COC(=O)c1ccc(C2c3c(oc4ccccc4c3=O)C(=O)N2CCCN2CCOCC2)cc1 (configuration not stated) | 4.7% | -3% | 10% | -14%
CCOC(=O)CSc1ncnc2c1cnn2-c1ccc(Cl)cc1 | 1.1% | -22% | -5% | 13%
CCOc1cc(S(=O)(=O)NCc2ccc3c(c2)OCO3)c(C)cc1C | 0.9% | -10% | 4% | 2%
N#CCCn1c(=O)c(-c2cccs2)nc2cnc(OCc3ccccc3)nc21 | 1.8%[11.4 µM] | nt | -10% | 1%
CCCCN=c1sc(C(=O)OC)cc(=O)n1CCCC | -0.5% | 9% | 1% | 1%
CCCC(=O)N1CC(=O)Nc2ccc(Cl)cc2C1c1ccc(F)cc1 (configuration not stated) | 2.0% | 3%[10.9 µM] | -3% | -7%
COC(=O)c1ccc(CSc2nnnn2C)o1 | 0.8% | -3% | -3% | -2%
Cn1c(CCNC(=O)c2ccc(F)cc2)nc2ccccc21 | 0.0% | -12% | -1% | -9%
CCN1CCN(C(CNC(=O)c2ccc3c(c2)OCO3)c2cccnc2)CC1 (configuration not stated) | 1.4% | -9% | -18% | -13%
Cc1ccccc1-c1nn2c(=O)cc(CN3CCN(C(=O)/C=C/c4ccccc4)CC3)nc2s1 | ? | -2%[10.9 µM] | 8% | -2%
COc1cc(-c2cc(OC)c3c(C)oc(C)c3c(=O)c2)ccc1OC(=O)c1cccc(Cl)c1 | 3.5% | -25%[10.9 µM] | 2% | 13%
CCOC(=O)c1sc(NC(=O)C2CC2)cc1C | -2.3% | -59%[inhibitor] | 13µM* | 13µM*
COCCNc1cc(-c2c(C)noc2C)ncn1 | 1.1%[11.4 µM] | -2% | 11% | -11%
COc1cccc(C(=O)Nc2ccc(F)cc2F)c1 | nt | nt | -3% | 6%
CC1CCN(CC[C@@H]2CCCN2S(=O)(=O)c2cccc(O)c2)CC1 | -3.3% | nt | -15% | -10%
Cc1ccc(-n2ncc3c(=O)n(CC(=O)OCc4ccccc4)cnc32)cc1 | -1.5% | -7% | 6% | 10%
CN1CCN(C(=O)C2(NC(=O)NCc3ccccc3)CCCCC2)CC1 | nt | nt | -13% | -11%
CCCCS/C(=C(/C#N)C(N)=O)c1cc2c([nH]1)CCCC2 | ? | 9% | -2% | 124%[activator]
CCOc1ncccc1C(=O)Nc1ccccc1C(=O)NCc1ccc2c(c1)OCO2 | -0.6% | -10% | -12% | -8%
O=C(Nc1c(C(=O)O)oc2ccc(Br)cc12)c1ccccc1 | ? | 2% | 11% | -4%
COc1ccc(OC)c(S(=O)(=O)NCc2ccccc2)c1 | -2.0% | -8% | 3% | -1%
CC(C)CCn1c(SCc2ccc(Cl)cc2)nc2c1c(=O)[nH]c(=O)n2C | 1.3% | -4% | -7% | -15%
CCSC1(SCC)N=C(N)C2(C#N)C(c3ccccc3)NC3=C(CCC3)C12C#N (configuration not stated) | -3.0% | -9% | -8% | -11%
COC(=O)CSc1nc2sc3c(c2c(=O)n1-c1ccccc1)CCN(C)C3 | -2.3% | -16% | 7% | 3%
O=C(NCCCN1CCOCC1)c1cc(-c2ccccc2)on1 | 1.9% | 2% | 2% | 6%
N#CC1=C2SCN(c3ccccc3)CN2C(=O)CC1c1cccs1 (configuration not stated) | 6.1% | -6% | 2% | 5%
COC(=O)c1cn(NC(=O)c2cccc(N(C)C)c2)c(=O)c2ccccc12 | 0.4% | ? | -4% | -7%
CCC(Oc1ccccc1)C(=O)Nc1cc(-c2ccccc2F)nn1-c1ccccc1 (configuration not stated) | -1.5% | -7%[10.9 µM] | 3% | -13%
CCOC(=O)C1=C(CN2CCCCC2)NC(=O)NC1c1ccc(C)cc1 (configuration not stated) | ? | -13%[10.9 µM] | 15% | -1%
O=S(=O)(Nc1ccc2oc3c(c2c1)CCCC3)c1cc(Cl)ccc1Cl | ? | 5%[10.9 µM] | 28% | ?
Cc1ccc(NC(=O)c2cc3c(-c4ccccc4)nn(-c4ccccc4)c3s2)cc1 | -0.2% | -8%[10.9 µM] | 8% | 16%
Cc1ccc(-c2nnn(CC(=O)N(c3cccc(O)c3)C(C(=O)NC(C)(C)C)c3cccs3)n2)o1 (configuration not stated) | 0.1% | nt | 7% | 4%
Nc1ccc2nc(-c3cc(Cl)c(N)c(Cl)c3)[nH]c2c1 | nt | nt | 14µM* | ?
CCCCn1c(CN2CCOCC2)nc2c1c(=O)n(C)c(=O)n2C | ? | -37%[inhibitor] | ? | 4µM*
CN(C)CC(C(=O)c1ccccc1)c1ccccc1 (configuration not stated) | ? | -23% | ? | ?

Continued.
canonical_smiles | IkB signaling | Peg3 imprint | p53ts 32C tox | p53ts 39C tox
CC1(CC(=O)O)C(=O)N=C2C=CC=CN21 (configuration not stated) | -0.6% | -11% | -5% | 6%
O=C(CCC1CCCC1)N1CCN(S(=O)(=O)Cc2ccccc2)CC1 | -0.5% | -17% | 6% | 18%
CCCOc1ccc(NC(=O)CC2C(=O)N(c3ccccc3)C(=O)N2CCC(C)C)cc1 (configuration not stated) | 0.6% | -6%[10.9 µM] | 3% | -1%
Cc1c(Cl)cccc1NC(=O)CN1C(=O)CCn2nc(-c3cccn3C)cc21 | ? | -13%[10.9 µM] | 0% | 32%[activator]
O=C(c1cc(-c2ccccc2)on1)N1CCCC1 | 7.9% | -10% | 5% | 5%
N#C/C(=C\c1cccc(F)c1)c1nc(-c2cc3ccccc3oc2=O)cs1 | 2.3% | -7%[10.9 µM] | -4% | 11%
COC(=O)[C@@H]1C[C@@]2(O)[C@@H](O)[C@@H](O)[C@@H](O)C[C@H]2N1CC1CCCCC1 | nt | -7% | 7% | 5%
Cc1nnc(SCC(=O)N2CC(=O)Nc3ccccc32)n1-c1ccccc1 | -0.5% | -16% | 1% | 2%
CCC(O)CNc1nc(SC)nc2sc3c(c12)CCN(C)C3 (configuration not stated) | -2.8% | -11% | 15% | 8%
Cc1ccc(N(CC(=O)Nc2cccc(F)c2)S(=O)(=O)c2cccs2)cc1 | 3.4% | -3%[10.9 µM] | 7% | 5%
O=C(COc1ccc(Br)cc1CO)Nc1ccccc1F | ? | -15% | -10% | 0%
CCOC(=O)c1noc2ncn(CC(=O)Nc3ccccc3OC)c(=O)c12 | -1.4% | -3%[10.9 µM] | 1% | 24%
Cc1nn(CC(=O)O)c(=O)c2cc3cc(F)ccc3n12 | -1.4% | 16%[10.9 µM] | 5% | -3%
O=C(CCN1CCOCC1)Nc1cccc(Br)c1 | 0.8% | -2% | 3% | -2%
CCOC(=O)c1cc(-c2cccnc2)nn1-c1ccccn1 | -0.4% | -6% | 8% | 2%
COc1ccccc1NC(=O)CSc1nnc(CNC(=O)c2ccco2)o1 | 1.2% | -2% | 22% | 4%
Cc1ccc(C)c2sc(NC(=O)c3ccc(S(=O)(=O)N4CCC(C)CC4)cc3)nc12 | ? | 6%[10.9 µM] | 29% | -3%
COc1ccccc1-c1cc(C(=O)N2CCCCC2)no1 | ? | -48%[inhibitor] | -19% | -2%
CCC(=O)N1CCc2cc(Br)cc(S(=O)(=O)NCC3CCCN3CC)c21 (configuration not stated) | 0.2% | -12% | -5% | 11%
CCCCc1nc2ccccc2c(=O)n1NC(=O)c1c(O)c2cccc3c2n(c1=O)CC3 | 0.9% | 4% | 6% | 6%
N#Cc1ccccc1NC(=O)c1ccc2c(Cl)c3c(nc2c1)CCCC3 | nt | nt | -6% | 16%
O=C(NCCCn1ccnc1)c1cc(S(=O)(=O)N2CCOCC2)c(Cl)cc1Cl | -2.7% | -6% | -4% | 10%
Cc1cccc(NC(=O)Cn2c(=O)c3cccn3c3ccccc32)c1C | ? | -4%[10.9 µM] | -21% | -20%
Cc1cc(-n2c(C)cc(C(=O)CN3C(=O)NC4(CCCC4)C3=O)c2C)no1 | 0.3% | -12% | -3% | -1%
Cc1c(NC(=O)COC(=O)c2cc3c4ccccc4n(C)c3s2)c(=O)n(-c2ccccc2)n1C | 3.0% | 12% | 3% | -1%
CC(C)N(C(=O)CSc1nnc(NC(=O)C2CCC2)s1)C(C)C | -1.1% | -9% | 1% | 10%
COc1ccc(-c2ccc(-c3nnc(-c4cc(OC)ccc4OC)o3)cc2)cc1 | -2.4% | -2% | 21% | 2%
CCOC(=O)CCc1c(C)c2cc3c(c(C)c2oc1=O)OCN(CCc1ccccc1OC)C3 | -0.2% | -14%[10.9 µM] | 15% | -7%
CCOc1ccc(N2CC(C(=O)Nc3ncccc3C)CC2=O)cc1 (configuration not stated) | 2.5% | -7% | 2% | -2%
Cc1cc(C)cc(NC(=O)Cn2c3ncccc3c(=O)n2-c2ccc(C)c(C)c2)c1 | -1.4% | -5%[10.9 µM] | -2% | -10%
Cc1ccc(-c2nnc(Nc3ccc(Cl)cc3)c3ccccc23)cc1S(=O)(=O)N1CCOCC1 | ? | -15%[10.9 µM] | -1% | 16%

Laid out differently: 5 of the compounds above.
Each structure is followed by: IkB signaling | Peg3 imprint | p53ts 32C tox | p53ts 39C tox
> Cc1ccc(-c2nnn(CC(=O)N(c3cccc(O)c3)C(C(=O)NC(C)(C)C)c3cccs3)n2)o1 (configuration not stated)
 : 0.1% | nt | 7% | 4%
> Nc1ccc2nc(-c3cc(Cl)c(N)c(Cl)c3)[nH]c2c1
 : nt | nt | 14µM* | ?
> CCCCn1c(CN2CCOCC2)nc2c1c(=O)n(C)c(=O)n2C
 : ? | -37%[inhibitor] | ? | 4µM*
> CN(C)CC(C(=O)c1ccccc1)c1ccccc1 (configuration not stated)
 : ? | -23% | ? | ?
> CC1(CC(=O)O)C(=O)N=C2C=CC=CN21 (configuration not stated)
 : -0.6% | -11% | -5% | 6%

Compound activity from PubChem.
